Assay outcomes deposited in PubChem BioAssay by National Center for Advancing Translational Sciences (NCATS).
UDG counterscr – Primary qHTS assay for inhibitors of Activation Induced Cytidine Deaminase (AID): UDG Counterscreen signal. Uracil-DNA glycosylase. FRET deamination/UDG coupled assay, UDG read, 4 h. Potency, µM (highest dose often 115 µM), without a hit: at the top dose activity change, negative = inhibition, hits mostly inhibitors. 0.14% of 91,000 active; further: nearly all actives have a fitted effect of over 65% in size
AID inh – Primary qHTS assay for inhibitors of Activation Induced Cytidine Deaminase (AID): AID signal; AID 1347428, 2020; AID deamination FRET fluorescence, UDG-coupled, 4 h; 0.32% of 91,000 active; Potency, µM (highest dose often 115 µM), inactives show top-dose activity change, negative = inhibition, usual class: inhibitors; Single-stranded DNA cytosine deaminase (Homo sapiens), Q9GZX7; further: nearly all actives have a fitted effect of over 25% in size
Target sequence (Q9GZX7 whole entry, looked up): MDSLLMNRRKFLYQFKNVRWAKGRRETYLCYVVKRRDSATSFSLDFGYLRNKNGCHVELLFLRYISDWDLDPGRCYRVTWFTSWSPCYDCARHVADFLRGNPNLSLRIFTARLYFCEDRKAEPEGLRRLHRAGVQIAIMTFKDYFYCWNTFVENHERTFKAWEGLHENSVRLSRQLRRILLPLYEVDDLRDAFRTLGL
Active calls of the source: *; ? = inconclusive; & = joins results of further samples; [ ] = dose if it differs, or a comment. The call rests on the fitted dose curve; in most records, active means well fitted curve in the direction sought with a large enough effect; inconclusive means small, poorly fitted or top-dose-only effect, or another doubt; inactive means no such curve, though single readings can be large; an effect the other way counts as inactive or inconclusive. On the % scale 0 is the no-effect control and ±100 the full control effect; potency means the concentration at half of the fitted maximal effect.

CCCCCCOc1ccc(/C=C(/C#N)c2ccccn2)cc1
  UDG counterscr = -8%; AID inh = -11%
C/C(=C\c1ccccc1)C(=O)Nc1ccc(C)cc1C
  UDG counterscr = 6%; AID inh = 0%
Cc1ccc(CSCCC(=O)O)cc1
  UDG counterscr = 7%; AID inh = -6%
CC(C)CCOc1ccc(C(=O)Nc2sc3c(c2C#N)CCCCC3)cc1
  UDG counterscr = 39%[activator]; AID inh = 31%[activator]
COCCn1c(CNC(=O)c2cccc(N(C)C)c2)nc2cccnc21
  UDG counterscr = 8%; AID inh = 2%
CCOC(=O)c1c(S(=O)(=O)N2CCCC(C(=O)Nc3cccc(Cl)c3)C2)c(C)n(C)c1C (centres undefined)
  UDG counterscr = 0%; AID inh = -17%
Cc1ccc(NC(=O)CN2CCN(C3CCCCC3)C(=O)C2=O)cc1C
  UDG counterscr = 36%[activator]; AID inh = 9%
COc1ccc(NC(=O)CN2C(=O)COc3ccc(S(=O)(=O)N4CCCCCC4)cc32)cc1
  UDG counterscr = 7%; AID inh = 0%
CC(C)c1nn2c(=O)cc(COC(=O)c3cccc(NC(=O)CCc4ccccc4)c3)nc2s1
  UDG counterscr = -4%; AID inh = -2%
CCOCCCNC(=O)C(c1ccc(C)cc1)N(Cc1cccs1)C(=O)CCc1cc(C(C)(C)C)c(O)c(C(C)(C)C)c1 (centres undefined)
  UDG counterscr = -6%; AID inh = -10%

Cc1cccc(NC(=O)C(=O)c2cc(C)n(-c3ccccc3)c2C)c1C
  UDG counterscr = -3%; AID inh = -2%
O=C(CSc1nc(=O)n(Cc2ccccn2)c2c1CCC2)Nc1cccc(Cl)c1
  UDG counterscr = ?; AID inh = ?
CCC(C)[C@H](N)c1nnc(SCC(=O)Nc2cc(C)ccc2C)o1 (some centres undefined)
  UDG counterscr = 4%; AID inh = 5%
CCOc1ccc(NC(=O)NCc2ccc3c(c2)CCN3C(C)=O)cc1
  UDG counterscr = -13%; AID inh = 1%
Cc1cc(C(=O)OC(C)C(=O)NC(N)=O)c2ccccc2n1 (centres undefined)
  UDG counterscr = 2%; AID inh = 3%
NC(=O)C1CCN(S(=O)(=O)c2cc3c(cc2Cl)NC(=O)CO3)CC1
  UDG counterscr = -25%; AID inh = 2%
CCNC(=O)c1cc(-c2ccc(C)s2)nc2ccccc12
  UDG counterscr = 2%; AID inh = -1%
CC(=O)Nc1ccc(CNCc2nc(C)cs2)cc1
  UDG counterscr = -8%; AID inh = 51%[activator]
COc1cc(OC)c(OC)cc1CNCCCSc1nnnn1C
  UDG counterscr = 9%; AID inh = 3%
C=CCNC(=S)Nc1cc(C(F)(F)F)cc(C(F)(F)F)c1
  UDG counterscr = -3%; AID inh = -6%

Filtered by structure, the entries above containing a cyano group
CCCCCCOc1ccc(/C=C(/C#N)c2ccccn2)cc1
  UDG counterscr = -8%; AID inh = -11%
CC(C)CCOc1ccc(C(=O)Nc2sc3c(c2C#N)CCCCC3)cc1
  UDG counterscr = 39%[activator]; AID inh = 31%[activator]

Additional records:
Cc1ccc(C(=O)[C@@H]2[C@@H]3CCCN3[C@]3(C(=O)Nc4c(Cl)cccc43)[C@@]23C(=O)Nc2ccccc23)cc1
  UDG counterscr = 0%; AID inh = 2%
O=C(c1nc(-c2ccc(Cl)cc2)n2c1CCCCC2)N1CCN(c2ccccc2)CC1
  UDG counterscr = -15%[57.5 µM]; AID inh = -7%[57.5 µM]
CCC(C(=O)Nc1ccc(C(C)C)cc1)n1nc(C)n2c(cc3cc(C)ccc32)c1=O (centres undefined)
  UDG counterscr = -2%; AID inh = -28%
Cc1ccc(C)c(NC(=O)Nc2cccc(-c3cn4cccnc4n3)c2)c1
  UDG counterscr = 7%; AID inh = -5%
O=C(c1cn(-c2ccccc2)nc1-c1cccnc1)N1CCN(c2ccccc2O)CC1
  UDG counterscr = -1%; AID inh = 1%
O=C(NCc1c(-n2cccc2)sc2c1CCCC2)Nc1cccc(C(F)(F)F)c1
  UDG counterscr = 14%; AID inh = -7%
FC(F)(F)c1cc(-c2ccccc2)nc2cc(-c3ccccc3)nn12
  UDG counterscr = -9%; AID inh = -9%
CCCOc1ccc(OC(=O)c2sc3ncn(Cc4cccc(F)c4)c(=O)c3c2C)cc1
  UDG counterscr = 6%; AID inh = 10%
Cc1nc2ncnn2c(N2CCCCCC2)c1Cc1ccccc1
  UDG counterscr = 1%; AID inh = -9%
Cc1c(NC(=O)Nc2cccc(C(F)(F)F)c2)sc2nc3n(c(=O)c12)CCC(C)CC3 (centres undefined)
  UDG counterscr = -25%; AID inh = 7%

Some of the entries so far, bar-delimited.
compound | UDG counterscr | AID inh
Cc1ccc(CSCCC(=O)O)cc1 | 7% | -6%
CC(C)CCOc1ccc(C(=O)Nc2sc3c(c2C#N)CCCCC3)cc1 | 39%[activator] | 31%[activator]
COCCn1c(CNC(=O)c2cccc(N(C)C)c2)nc2cccnc21 | 8% | 2%
CCOC(=O)c1c(S(=O)(=O)N2CCCC(C(=O)Nc3cccc(Cl)c3)C2)c(C)n(C)c1C (centres undefined) | 0% | -17%
Cc1ccc(NC(=O)CN2CCN(C3CCCCC3)C(=O)C2=O)cc1C | 36%[activator] | 9%

The results go on.
CCOC(=O)c1c(C)oc2nc(C)nc(NCc3ccc(C)cc3)c12
  UDG counterscr = -2%; AID inh = ?
Cc1oc(-c2ccc(C(=O)NCCCOC(C)C)cc2)nc1CS(=O)(=O)c1ccccc1
  UDG counterscr = -4%[57.5 µM]; AID inh = 5%[57.5 µM]
COc1ccc(OCCCC(=O)Oc2ccc3oc4ccccc4c3c2)cc1
  UDG counterscr = -3%; AID inh = -5%
CCc1ccccc1NC(=O)Cn1c(=O)oc2ccccc21
  UDG counterscr = 9%; AID inh = 7%
CSc1ncc(Cl)c(C(=O)Nc2nc3ccc(F)cc3s2)n1
  UDG counterscr = -7%; AID inh = 20%
Cc1cccc(C)c1NC(=O)CCS(=O)(=O)c1ccc2c(c1)CC(C)N2C(=O)C1CC1 (centres undefined)
  UDG counterscr = -3%; AID inh = -2%&7%
CCOc1cc(C#N)ccc1OC(C)C(=O)c1ccc(OC)cc1 (centres undefined)
  UDG counterscr = -1%; AID inh = -4%
Cc1ccc(NC(=O)c2sc(-n3nc(C)c(CCC(C)C)c3C)nc2C)cc1C
  UDG counterscr = -1%; AID inh = -13%
Cc1ccc(F)c(NC(=O)CCN=C2NS(=O)(=O)c3ccccc32)c1
  UDG counterscr = 4%; AID inh = 2%
Cc1cnc(C(=O)Oc2cccc(Cl)c2)cn1
  UDG counterscr = 16%; AID inh = 4%

Clc1ccc2nc(-c3ccc(Br)cc3)cn2c1
  UDG counterscr = -2%; AID inh = -2%
CC(C)OCCCn1c(=O)c2ccccc2n2c(-c3ccc(F)cc3)nnc12
  UDG counterscr = 3%; AID inh = 6%
CCOc1cc(/C=N/O)cc(Cl)c1OCC(=O)NN
  UDG counterscr = -7%; AID inh = -5%
O=C(CC1NCCNC1=O)OCC1CCCO1 (centres undefined)
  UDG counterscr = -2%; AID inh = 6%
Cc1nc2ccc(Cl)cc2cc1C(=O)N1CCN(Cc2ccc(C(N)=O)cc2)CC1
  UDG counterscr = 0%; AID inh = 6%
Cc1cc(C)c(C=Nc2cccc([N+](=O)[O-])c2C)c(C)c1
  UDG counterscr = -2%; AID inh = 4%
O=C(OCCOc1ccc(Br)cc1)c1cccc([N+](=O)[O-])c1
  UDG counterscr = 1%; AID inh = -5%
CC(=O)c1ccc(NC(=O)CCc2c(C)nn(-c3ccc(N4CCCCC4)nn3)c2C)cc1
  UDG counterscr = -1%[57.5 µM]; AID inh = -2%
O=C(O)/C(=C/c1ccncc1)NC(=O)c1ccccc1
  UDG counterscr = 8%; AID inh = 6%
COc1cc(OC)c(NC(=O)c2c(N3CCCC3=O)c3cc(C)ccc3n2C)cc1Cl
  UDG counterscr = 6%; AID inh = 42%[activator]

CCCCCn1c(=N)c(S(=O)(=O)c2ccccc2)cc2c(=O)n3cccc(C)c3nc21
  UDG counterscr = 13%; AID inh = 28%
COc1ccc(-c2noc(-c3cc4ccc(OC(C)=O)cc4oc3=O)n2)cc1
  UDG counterscr = -8%; AID inh = -19%
COc1ccccc1CN1CCN(C/C=C/c2ccccc2)CC1
  UDG counterscr = -7%; AID inh = -5%
CCN(Cc1ccc(Br)s1)C(=O)c1cnc(C)cn1
  UDG counterscr = -9%; AID inh = -6%
Cc1ccc(NC(=O)c2sc(-n3nc(C)c(Cc4ccc(Cl)cc4)c3C)nc2C)cc1
  UDG counterscr = -3%; AID inh = -7%
Cc1c(Cl)cccc1NC(=O)CSc1nc(=O)n(Cc2cccnc2)c2c1CCC2
  UDG counterscr = ?; AID inh = 10%
CC(=O)c1cccc(NC(=O)Cc2ccc(NC(=O)N3CCCCc4ccccc43)cc2)c1
  UDG counterscr = ?; AID inh = -14%
COc1ccc(N2C(=O)CSC2c2ccc(F)c(F)c2)cc1 (centres undefined)
  UDG counterscr = 2%; AID inh = -8%
CCCCSc1nnc2c(n1)OC(C)N(C(C)=O)c1ccccc1-2 (centres undefined)
  UDG counterscr = 3%[57.5 µM]; AID inh = 13%[57.5 µM]
CCc1ccc(/C=C(/C#N)C(=O)c2c(C)[nH]c3ccccc23)cc1
  UDG counterscr = -6%; AID inh = -22%

COc1cc(CNC(=O)CCCc2cccs2)ccc1OCc1cccnc1
  UDG counterscr = 0%; AID inh = 2%
Cc1c(C(=O)O)sc2ccccc12
  UDG counterscr = -12%; AID inh = -7%
Cc1cccc(-c2noc(-c3ccc(I)cc3)n2)c1
  UDG counterscr = -6%; AID inh = -8%
CC(C)(C)c1ccc(-c2nnc3sc(-c4ccc5c(c4)OCO5)nn23)cc1
  UDG counterscr = 10%; AID inh = 0%
CCc1ccc(C(=O)NCCOC)o1
  UDG counterscr = 5%; AID inh = 10%
O=C(CSc1nnc2ccc(-c3cccnc3)nn12)NC1CCCCC1
  UDG counterscr = 7%; AID inh = -5%
Cc1ccc(/C=C/C(=O)Nc2ccc(S(N)(=O)=O)cc2)o1
  UDG counterscr = -9%[57.5 µM]; AID inh = -12%[57.5 µM]
Cc1cc(C)c2oc(=O)cc(CN3CCN(Cc4ccccc4)CC3)c2c1
  UDG counterscr = 3%; AID inh = -7%
Cc1ccc(NC(=O)C(=O)NCC(c2ccc3c(c2)OCO3)N2CCOCC2)cc1C (centres undefined)
  UDG counterscr = 6%; AID inh = -4%
CCCCNC(=O)c1nn(-c2ccc(CC)cc2)nc1CO
  UDG counterscr = 1%[57.5 µM]; AID inh = 1%

Pulled one by one from the list above (3):
Cc1cc(C)c2oc(=O)cc(CN3CCN(Cc4ccccc4)CC3)c2c1
  UDG counterscr = 3%; AID inh = -7%
CC(C)(C)c1ccc(-c2nnc3sc(-c4ccc5c(c4)OCO5)nn23)cc1
  UDG counterscr = 10%; AID inh = 0%
Cc1c(C(=O)O)sc2ccccc12
  UDG counterscr = -12%; AID inh = -7%

Going on with the list.
CC(NC(=O)CCC1CCCCC1)c1ccccn1 (centres undefined)
  UDG counterscr = -2%; AID inh = -2%
COc1ccc(C)cc1NC(=O)CSc1ccc(-c2ccccn2)nn1
  UDG counterscr = -7%; AID inh = 10%
CC(NC(=O)NCCNc1ncccn1)c1cccnc1 (centres undefined)
  UDG counterscr = 0%; AID inh = -2%
Brc1ccccc1N=Cc1ccc(-c2ccccc2)cc1
  UDG counterscr = -2%; AID inh = -8%
CC(NC(=O)C1CC1)C1CC2CCC1C2 (centres undefined)
  UDG counterscr = -2%; AID inh = -2%
COCCn1c(SCC(=O)c2cc(C)ccc2C)nnc1-c1ccc(Cl)cc1
  UDG counterscr = -8%; AID inh = 0%
O=C(NCc1cccc(Cl)c1)Nc1ccccc1Cl
  UDG counterscr = -2%; AID inh = -1%
CC(=O)N1CCc2cc(S(=O)(=O)NC(CC(C)C)C(=O)NCc3ccccc3Cl)ccc21 (centres undefined)
  UDG counterscr = 2%; AID inh = 4%
Cc1nc(N2CCOCC2)c2c(C(=O)N3CCN(c4cc(Cl)ccc4C)CC3)c(C)oc2n1
  UDG counterscr = 1%; AID inh = ?
COc1ccc(-c2cnc(NCc3ccc(C)cc3)n2C)cc1
  UDG counterscr = 3%; AID inh = 10%

CSc1cccc(-c2nnc(NC(=O)c3ccc4c(c3)OCCO4)o2)c1
  UDG counterscr = -7%; AID inh = -10%
CCn1cc(CCC(=O)NCc2ccc(F)cc2)c2ccccc21
  UDG counterscr = -4%; AID inh = -13%
COc1cccc(NC(=O)Cn2c(=O)n(CC(=O)NCc3ccc(C)cc3)c(=O)c3sccc32)c1
  UDG counterscr = -6%; AID inh = 3%
COc1ccc(-c2cn(-c3ccc(C)cc3)c(S(=O)(=O)CC(=O)Nc3ccccc3)n2)cc1
  UDG counterscr = -25%; AID inh = ?
CC1(C)CC(=O)C2=C(C1)C(c1ccco1)Nc1ccc3ccccc3c12 (centres undefined)
  UDG counterscr = 7%; AID inh = 5%
COc1ccccc1C(=O)NC(=O)Nc1ccc(-c2cc(C(F)(F)F)nn2-c2ccccc2)cc1
  UDG counterscr = ?; AID inh = -23%
CC1=Nc2cc(C(=O)NC3CCCC3)ccc2Sc2ccc(C)cc21
  UDG counterscr = -5%; AID inh = -5%
COc1cc2c(cc1NC(=O)CSc1nc3ccccc3o1)oc1ccccc12
  UDG counterscr = -1%; AID inh = -3%
Cc1ccccc1Nc1c(-c2ccccc2)nc2cccc(C)n12
  UDG counterscr = -10%; AID inh = 1%
Cc1ccc(-c2nc3ccccc3[nH]2)cc1NC(=O)COc1cccc(C)c1C
  UDG counterscr = 11%; AID inh = 21%
Clc1cccc(-n2ncc3c(NC4CCCCC4)ncnc32)c1
  UDG counterscr = ?; AID inh = ?

Only part of the results is shown; rates above refer to the full screens.
